High-throughput results deposited in PubChem by NMMLSC.
RGS4-Gao reg: human RGS4-Galphao interaction regulation; P09471; Multiplexed bead flow cytometry, RGS4-Galphao binding; actives lie on both sides; binding response (% of control), % at 10 µM; actives 0.33% (n = 220,000); in the data active = binding response below about 49% or above about 150%; inactive = in between;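 also: fluorescent Galphao activated with aluminum fluoride binding bead-coupled RGS4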
Target sequence (P09471 whole entry, looked up): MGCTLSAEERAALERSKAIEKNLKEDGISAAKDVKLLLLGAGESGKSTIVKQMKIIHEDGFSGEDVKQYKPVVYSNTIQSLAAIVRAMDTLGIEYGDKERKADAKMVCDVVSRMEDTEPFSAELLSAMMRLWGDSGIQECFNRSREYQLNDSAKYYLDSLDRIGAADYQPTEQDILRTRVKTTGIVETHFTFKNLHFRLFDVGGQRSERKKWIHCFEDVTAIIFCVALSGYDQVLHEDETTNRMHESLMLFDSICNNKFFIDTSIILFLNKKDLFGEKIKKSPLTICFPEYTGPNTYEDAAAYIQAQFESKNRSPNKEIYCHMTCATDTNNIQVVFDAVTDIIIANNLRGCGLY
Avidin bead fluor: avidin bead compound fluorescence profile; Avidin beads, compound fluorescence 488/530 nm, flow cytometry; hits give high values; fluorescence (KMESF) at 10 µM; actives 0.38% (n = 220,000); in the data active = fluorescence above about 47; also: inactives centre near 10
RGS7-Gao: regulators of human RGS7-Galphao interaction. P09471. Multiplexed bead flow cytometry, RGS7-Galphao binding; actives lie on both sides. binding response (% of control), % at 10 µM. actives 0.35% (n = 220,000); in the data active = binding response below about 49% or above about 150%; inconclusive = no clear call, values can overlap the other calls; inactive = in between;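 also: fluorescent Galphao held in activated GDP-AlF4 state binding bead-coupled RGS7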
* = called active by the depositor; u = inconclusive. The list is partial (hit frequency here may not be typical).

SMILES	RGS4-Gao reg	Avidin bead fluor	RGS7-Gao
CCOC(=O)C1(Cc2ccc(OC)cc2)CCN(C(=O)CCc2cnccn2)CC1	106	5	u
Cc1cc(N/N=C/c2ccccc2[N+](=O)[O-])nc(-n2nc(C)cc2C)n1	95	3	u
COC(=O)c1cnc(Oc2ccc(NC(=O)NC(=O)c3c(OC)cccc3OC)cc2)cc1C(F)(F)F	104	2	u
COc1ccc([N+](=O)[O-])cc1NC(=O)N(C)Cc1ccco1	104	3	u
O=C1/C(=C/c2cccnc2)SC(=S)N1CCc1ccccc1	97	4	u
CC1(C)OC(c2ccccc2)=C/C(=C\C=N\NC(=O)c2ccncc2)O1	102	4	u
O=C(NCc1ccccc1)c1csc(-c2cccnc2)n1	116	7	u
CN1C(=O)C(CCC(=O)O)NC1=S (configuration not stated)	102	8	u
O=C(CN1CC[C@@]2(O)CCCC[C@H]2[C@@H]1c1ccc(F)cc1)NCc1ccco1	100	3	u
CCOC(=O)C1=C(N)Oc2c(oc(CO)cc2=O)C1c1ccc(Cl)cc1 (configuration not stated)	107	9	u
Cc1nc(/N=C(\N)NC(=O)NC2CCCCC2)nc2ccccc12	81	6	u
CNC(=O)c1[nH]cnc1C(=O)Nc1ccc(OC)cc1	105	6	u
Nc1nc(NCc2ccco2)nc(NC2CCCCC2)c1[N+](=O)[O-]	104	7	u
Cc1ccccc1OCC(O)Cn1c(=N)n(Cc2ccccc2)c2ccccc21 (configuration not stated)	102	8	u
Cc1cc(N(C)C)ccc1N=Nc1ccc2ncccc2c1	107	6	u
CCc1nnc(NC(=O)c2nn(-c3ccccc3)nc2C)s1	100	7	u
NS(=O)(=O)c1cccc(NC(=O)CSc2nnc(-c3ccccc3F)n2C2CC2)c1	102	6	u
CC1=CC(C)C(COC(=O)CN2CCCCC2)C(C)C1 (configuration not stated)	101	2	u
CCCCC1C2C(=O)N(c3ccc(C)cc3)C(=O)C2ON1c1ccccc1 (configuration not stated)	98	8	u
COc1ccc(/C=N/NC(=S)Nc2c(C)n(C)n(-c3ccccc3)c2=O)cc1OC	90	10	u
CCN(CC)c1ccc(S(=O)(=O)N2CCOCC2)cc1NC(=O)CSc1n[nH]c(N)n1	104	8	u
O=C(CCC(=O)c1ccc(-c2ccccc2)cc1)Nc1cccnc1	106	7	u
CC(C)c1ccc(C(O)Cc2nc3ccccc3n2C)cc1 (configuration not stated)	103	6	u
O=C(N/N=C/c1cccc([N+](=O)[O-])c1)c1ccncc1	101	5	u
CCn1ccnc1CN(C)Cc1nc(-c2ccc(C(=O)OC)cc2)no1	101	5	u
CN(C)n1cccc1/C=C(\C#N)S(=O)(=O)c1cccc(Cl)c1	103	7	u
Cc1ccc(NNC(=O)c2cc(C(C)(C)C)nn2Cc2ccccc2)cc1	101	8	u
Cc1nn(-c2ccc(F)cc2F)c(=O)c2noc(C)c12	99	8	u
CC(C)(C)C(=O)OCc1nc(-c2ccc(O)c(O)c2)cs1	105	7	u
Cc1c(N2C(=O)CSC2c2ccc(F)cc2)c(=O)n(-c2ccccc2)n1C (configuration not stated)	101	5	u
COc1ccc([N+](=O)[O-])c(S(=O)(=O)c2ccccc2)n1	91	9	u
CC(C)C(=O)Nc1nc2cc3c(cc2s1)OCCO3	99	7	u
Cc1oc2c(CN3CCOCC3)c(O)ccc2c(=O)c1-c1ccc(Cl)cc1	107	8	u
Cc1ccc(S(=O)(=O)N2CCCCC2)cc1NC(=O)CNCc1ccco1	100	2	u
O=C(O)c1cccc2c(-c3ccccc3)c(-c3ccccc3)[nH]c12	105	6	u
COc1ccc(-c2cc(C(=O)Nc3ccc(S(=O)(=O)Nc4ncccn4)cc3)c3ccccc3n2)cc1	101	7	u
COc1cccc(/C=N/NC(=O)c2ccc3nc[nH]c3c2)c1O	71	4	u
COc1cccc(N2C(=O)C3C(C2=O)C3(c2ccccc2)c2ccccc2)c1 (configuration not stated)	122	7	u
CC(C)Cc1nc2oc3c(NCC(C)O)ncnc3c2c2c1CCCC2 (configuration not stated)	93	4	u
NC(=O)c1sc2nc3c(c(-c4ccco4)c2c1N)CCCC3	91	8	u
COc1ccc(S(=O)(=O)N2C(=O)/C(=C3\SC(N)=NC3=O)c3ccccc32)cc1	93	3	u
O=C(c1ccoc1)N1CCC2(CC1)Oc1ccc(Cl)cc1C(=O)C21CC(c2cccnc2)=NO1 (configuration not stated)	105	12	u
CCN(CC)S(=O)(=O)c1cccc(-c2cn3cccnc3n2)c1	99	8	u
CC(=O)NNS(=O)(=O)c1ccc(-c2cc(C(F)(F)F)n(C)n2)s1	95	6	u
O=C(CO/N=C/c1c(Cl)cccc1Cl)NNC(=O)c1cccc(Cl)c1	97	8	u
COc1ccc(CCNC(=O)C2CC3Cn4c(nc5cc(C)c(C)cc54)C3N2C)cc1 (configuration not stated)	103	8	u
Nc1nc(Cl)cc(Oc2ccccc2F)n1	100	7	u
Cc1onc(-c2ccccc2)c1C(=O)N=C(N)c1ccc(C(F)(F)F)cc1	100	3	u
O=C(NCc1ccccn1)c1n[nH]c(=O)c2ccccc12	99	4	u
CN(C)C(=O)C#Cc1ccccc1	106	5	u
Other compounds
SMILES	RGS4-Gao reg	Avidin bead fluor	RGS7-Gao
O=C(CSc1nnc(SCc2ccc(Cl)cc2)s1)N/N=C/c1ccccc1C(=O)O	99	7	u
CCCCC1(C)OC(=O)C(=Cc2ccc(-c3ccc(Cl)c(C(=O)O)c3)o2)C(=O)O1 (configuration not stated)	98	3	u
COc1ccc([N+](=O)[O-])cc1NC(=O)c1ccc(N2C(=O)CCC2=O)cc1	103	7	u
O=C(NCCOc1ccccc1)C(=O)c1c[nH]c2ccccc12	98	8	u
CCN(CC)S(=O)(=O)c1ccc(N/N=C/c2cccnc2)nc1	98	7	u
O=Cc1c(N2CCSCC2)nc2ccccn2c1=O	101	8	u
Cn1c(=O)c2cc3ccc(Cl)cc3nc2n(C)c1=O	101	10	u
CCN(CC)CCN1C(=O)c2oc3ccc(F)cc3c(=O)c2C1c1ccncc1 (configuration not stated)	120	8	u
C=CCc1ccc2oc(C(=O)OCC)cc(=O)c2c1O	104	4	u
CC(CNS(=O)(=O)c1ccc(Br)cc1)CN(C)C (configuration not stated)	100	4	u

Next part; it opens with the 4 that closed the last part.
SMILES	RGS4-Gao reg	Avidin bead fluor	RGS7-Gao
Cn1c(=O)c2cc3ccc(Cl)cc3nc2n(C)c1=O	101	10	u
CCN(CC)CCN1C(=O)c2oc3ccc(F)cc3c(=O)c2C1c1ccncc1 (configuration not stated)	120	8	u
C=CCc1ccc2oc(C(=O)OCC)cc(=O)c2c1O	104	4	u
CC(CNS(=O)(=O)c1ccc(Br)cc1)CN(C)C (configuration not stated)	100	4	u
C#CCOCCOCCOCCNc1nc(N2CCN(C(=O)[C@H]([C@@H](C)CC)n3cc([C@@H](N)CO)nn3)CC2)nc(N2CCN(C(=O)[C@H]([C@@H](C)CC)n3cc([C@@H](N)CO)nn3)CC2)n1	100	7	u
CCCNc1cc(=S)nc(N)[nH]1	100	7	u
O=C1OC(/C(=C\Nc2ccccc2)[N+](=O)[O-])c2ccccc21 (configuration not stated)	107	8	u
O=C(NC(=S)N1CCN(C/C=C/c2ccccc2)CC1)c1cccnc1	96	7	u
O=C(Cn1nc2ccccc2n1)N/N=C/c1ccc(F)cc1	98	8	u
CCC(C)[C@H](NC(=O)Nc1ccc(C)cc1C)C(=O)O (some centres not stated)	96	4	u
CCCCCn1cnc2c(=S)nc(N)[nH]c21	100	6	u
COc1cc(C2NC(=O)NC3=C2C(=O)OC3)cc(OC)c1OC (configuration not stated)	81	5	u
CNC(=O)N(O)C1N(/N=C/c2cccnc2)C(=S)SC1(C)C (configuration not stated)	101	6	u
O=C(CN1C(=O)c2ccccc2C1=O)NCCOc1ccccc1	104	3	u
CCOc1ccc(NC(=O)Cn2sc3nc(C)cc(C)c3c2=O)cc1	98	3	u
CC(=O)OC1CCC2(C)C(=CCC3C2CCC2(C)C3CC3OC4(CCC(C)CN4)C(C)C32)C1 (configuration not stated)	101	8	u
COC(=O)c1nnn(-c2cc(Cl)cc(Cl)c2)c1C(=O)OC	108	7	u
CC(C)C[C@H](NC(=O)CCCn1nnc2ccccc2c1=O)C(=O)O	97	8	u
COCC(=O)OC/C(O)=C(\C#N)c1nc2ccccc2[nH]1	103	7	u
CC(C)(C)OC(=O)[C@H](Cc1ccccc1)NC(=O)c1[nH]cnc1C(=O)Nc1cccc(Cl)c1	102	8	u
Cc1cc(NC(=O)COC(=O)c2cc(S(=O)(=O)N(C)c3ccccc3)ccc2Cl)no1	99	11	u
O=C(COc1ccc([N+](=O)[O-])cc1Cl)Nn1cnnc1	126	6	u
Cc1cc(OCC(=O)c2cccc(C(F)(F)F)c2)n2cnnc2n1	94	7	u
O=C(NCCc1ccc(F)cc1)c1cc(-c2ccncc2)nc2ccccc12	117	5	u

Entries of single compounds, looked up by structure. Order of values: RGS4-Gao reg	Avidin bead fluor	RGS7-Gao
CC(C)C[C@H](NC(=O)CCCn1nnc2ccccc2c1=O)C(=O)O is entered as 97	8	u
Cc1cc(OCC(=O)c2cccc(C(F)(F)F)c2)n2cnnc2n1 is entered as 94	7	u
Cc1cc(NC(=O)COC(=O)c2cc(S(=O)(=O)N(C)c3ccccc3)ccc2Cl)no1 is entered as 99	11	u
O=C(COc1ccc([N+](=O)[O-])cc1Cl)Nn1cnnc1 is entered as 126	6	u
O=C(NCCc1ccc(F)cc1)c1cc(-c2ccncc2)nc2ccccc12 is entered as 117	5	u

Carrying on:
SMILES	RGS4-Gao reg	Avidin bead fluor	RGS7-Gao
Cc1cccn2c(=O)c(C=O)c(Cl)nc12	98	4	u
COc1cc(NC(=O)c2ccc(CNc3c(N4CCCC4)c(=O)c3=O)cc2)cc(OC)c1OC	98	8	u
CCOC(=O)c1c(C)oc(C)c(C(=O)OCC)c1=O	107	7	u
O=C(c1cc(F)ccc1F)C1CCCN(Cc2cccn2-c2ccccn2)C1 (configuration not stated)	69	2	u
Cc1c(/C=N/NC(=O)c2cc(C(C)(C)C)[nH]n2)c2ccccc2n1C	104	6	u
Cc1[nH]ccc(=O)c1OCC(=O)O	101	7	u
NC(=S)N/N=C/c1ccc(-c2ccc(SC(F)F)cc2)o1	94	9	u
CCCc1[nH]n(-c2ccc([N+](=O)[O-])cc2)c(=O)c1C(C)=NCc1ccncc1	112	10	u
Cc1cc(-c2nnnn2-c2ccc(C(F)(F)F)cc2)no1	98	5	u
CC(C)N1CN(c2ccccc2)C(=S)N(c2ccccc2)C1	102	8	u
CCOc1cccc(/C=C2\NC(=S)N(c3ccccc3)C2=O)c1O	88	7	u
Cc1sc2ncnc(N(C)CCc3ccccn3)c2c1C	122	26	u
O=C(COc1ccccc1)NC(=S)Nc1ccc(Br)cn1	100	6	u
CCOc1ccc(NC(=O)Nc2ccc3c(c2)nc(C)n3C)cc1	102	8	u
CN(Cc1cnccn1)C(=O)CC1C(=O)NCCN1Cc1c(F)cccc1Cl (configuration not stated)	102	5	u
O=C(COc1ccc(Cl)cc1Cl)NNC(=S)NC(=O)c1ccco1	108	8	u
CCOP(=O)(c1ccc(N(C)C)cc1)C(O)c1cccnc1 (configuration not stated)	107	7	u
Cc1c(Cc2ccccc2)c(=O)n2c([nH]c3ccccc32)c1C#N	99	8	u
COc1ccc(/C=N/n2cncn2)cc1Cn1nc(C)c([N+](=O)[O-])c1C	100	7	u
O=S(=O)(Nc1nc2ccccc2nc1Cl)c1ccc(F)cc1	105	3	u

A draw from above in order of heavy-atom count, highest first:
SMILES	RGS4-Gao reg	Avidin bead fluor	RGS7-Gao
CN(Cc1cnccn1)C(=O)CC1C(=O)NCCN1Cc1c(F)cccc1Cl (configuration not stated)	102	5	u
Cc1ccc(NNC(=O)c2cc(C(C)(C)C)nn2Cc2ccccc2)cc1	101	8	u
CCOC(=O)c1c(C)oc(C)c(C(=O)OCC)c1=O	107	7	u

Next part.
SMILES	RGS4-Gao reg	Avidin bead fluor	RGS7-Gao
Cc1cc(C)c(C)c(S(=O)(=O)NC(C)C(=O)O)c1C (configuration not stated)	96	7	u
Cc1nc(N)nc(Nc2ccc(C#N)cc2)c1Br	104	10	u
CCOc1ccccc1NC(=O)C(OC(=O)C1CC1)c1ccccc1 (configuration not stated)	88	7	u
O=C(Cn1ncc2c3ccccc3n(Cc3ccccc3)c2c1=O)NCc1ccco1	93	6	u
CC(/C=C/c1ccccc1)=N\Nc1nc2c(c(=O)[nH]c(=O)n2C)n1CCO	96	8	u
C/C=C/C(=O)N1CC2(CC(c3cccc(NC(=O)CCCCC)c3)=NO2)C[C@H]1C(N)=O (some centres not stated)	97	10	u
CC1(C)OC(=CC=Nc2ccc(Cl)cc2)OC1(C)C	114	7	u
COc1ccc(CC(=O)n2[nH]c(=O)cc(C)c2=O)cc1OC	93	3	u
COc1cc2c(cc1OC)C(Nn1cnnc1)=NC1(CCCC1)C2	102	7	u
C=CCn1c(=NC(=O)c2cccc(N3C(=O)CCC3=O)c2)sc2cccc(OC)c21	101	5	u
CCOc1ccc(/C=N/Nc2cc(C)nc(N3CCOCC3)n2)cc1	95	4	u
CNC(=O)NC(=O)COC(=O)c1n[nH]c2ccccc12	105	7	u
CC(=O)NNC(=O)c1[nH]c2ccc(Cl)cc2c1-c1ccccc1	101	8	u
CN(C)c1ccc(/C=N/NC(=O)c2ccccn2)cc1	123	13	u
O=C(CCn1c2c(c3ccccc31)CCCC2)NNC(=O)c1ccccc1C(=O)O	103	8	u
COc1ccc(/C=C2\SC(=O)N(CCc3nnc(N)s3)C2=O)cc1	100	7	u
Nc1nnc(SCC(=O)Nc2ccccc2)s1	102	6	u
